From PubChem
mcGAS RapidFire: inhibitors of mouse cGAS; Q8C6L5; recombinant mouse cGAS, cGAMP by RapidFire MS; inhibition, % at 12.5 µM; 130,000 compounds, 0.18% hits; AID 1259397;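 active = inhibition of cGAS enzyme activity at or above 60%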;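 also: enzyme stimulated by 45 bp dsDNA with ATP and GTP substrates; cGAMP share of summed cGAMP plus half ATP and half GTP signals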
Target sequence (Q8C6L5 whole entry, looked up): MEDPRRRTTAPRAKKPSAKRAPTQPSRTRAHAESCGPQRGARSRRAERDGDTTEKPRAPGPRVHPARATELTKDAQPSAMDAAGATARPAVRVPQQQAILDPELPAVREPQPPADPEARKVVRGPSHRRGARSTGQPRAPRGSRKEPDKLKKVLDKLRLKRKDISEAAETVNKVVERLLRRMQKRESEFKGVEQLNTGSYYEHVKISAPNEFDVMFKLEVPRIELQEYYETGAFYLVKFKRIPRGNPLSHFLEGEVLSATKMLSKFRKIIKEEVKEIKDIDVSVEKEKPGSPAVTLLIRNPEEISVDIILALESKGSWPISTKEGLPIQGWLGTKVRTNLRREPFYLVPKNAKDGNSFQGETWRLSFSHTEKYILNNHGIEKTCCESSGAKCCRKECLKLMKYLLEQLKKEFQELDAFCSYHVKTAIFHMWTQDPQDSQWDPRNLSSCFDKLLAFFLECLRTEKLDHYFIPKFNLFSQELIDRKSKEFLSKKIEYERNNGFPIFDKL
* = called active by the depositor; & = joins results of further samples. This is a subset; rates above refer to the full screens.

Start of the listing, in advance (17 entries):
SMILES | mcGAS RapidFire
C=CCNc1ccccc1C(=O)NC(C)C(=O)Nc1cc(F)ccc1C (stereo unspecified) | -7.8
CCOC(=O)C1=C(C)N(C2CC2)C(=O)NC1c1c(F)cccc1Cl (stereo unspecified) | 10.5
CCn1cc(C(=O)N(C)Cc2snnc2C)c(C)n1 | -7.2
O=C(NC(C(=O)Nc1cccnc1)c1ccccc1)c1cccs1 (stereo unspecified) | -5.0
CCCN(Cc1ccccc1O)C(=O)C1Cc2ccccc2C(=O)O1 (stereo unspecified) | -13.3
CCCN(Cc1ccc(C(=O)OC)o1)Cc1ccccc1OC | -4.2
OC(CN1C2=NCCCN2c2ccccc21)c1ccc(Br)cc1 (stereo unspecified) | -11.0
O=C(c1cccs1)N1N=C(C2CC2)CC1(O)C(F)(F)F (stereo unspecified) | 5.6
O=C(CCC1CCCN(Cc2nc3c(s2)CCCC3)C1)NC1CC1 (stereo unspecified) | -9.6
COc1ccc(NC(=O)c2ccc(Cl)cc2)cc1OCc1ccncc1 | -2.4
CN(C)C1CCN(C(C)(C)CNCc2cnc(N3CCCC3)nc2)CC1 | -36.4
COC(=O)C(C(=O)OC)C(C[N+](=O)[O-])c1ccc(Br)cc1 (stereo unspecified) | -5.6
Cc1nnc(Nc2cc(Cl)c(N)c(Cl)c2)c(C#N)c1C | -0.2
O=C(CCCS(=O)(=O)c1ccc(F)cc1)N1CCN(c2nc3c(F)cccc3s2)CC1 | -2.4
C#CCN(Cc1ccco1)C(=O)Nc1cc2c(cc1Cl)OCCCO2 | -1.4
O=C(c1sc2ccccc2c1Cl)N1CCN(S(=O)(=O)N2CCOCC2)CC1 | -3.6
CCc1nc(C)c(C(=O)N2CCC(O)(CN(C)C)C2)o1 (stereo unspecified) | -13.9

The whole of this part, repeating the preview:
SMILES | mcGAS RapidFire
C=CCNc1ccccc1C(=O)NC(C)C(=O)Nc1cc(F)ccc1C (stereo unspecified) | -7.8
CCOC(=O)C1=C(C)N(C2CC2)C(=O)NC1c1c(F)cccc1Cl (stereo unspecified) | 10.5
CCn1cc(C(=O)N(C)Cc2snnc2C)c(C)n1 | -7.2
O=C(NC(C(=O)Nc1cccnc1)c1ccccc1)c1cccs1 (stereo unspecified) | -5.0
CCCN(Cc1ccccc1O)C(=O)C1Cc2ccccc2C(=O)O1 (stereo unspecified) | -13.3
CCCN(Cc1ccc(C(=O)OC)o1)Cc1ccccc1OC | -4.2
OC(CN1C2=NCCCN2c2ccccc21)c1ccc(Br)cc1 (stereo unspecified) | -11.0
O=C(c1cccs1)N1N=C(C2CC2)CC1(O)C(F)(F)F (stereo unspecified) | 5.6
O=C(CCC1CCCN(Cc2nc3c(s2)CCCC3)C1)NC1CC1 (stereo unspecified) | -9.6
COc1ccc(NC(=O)c2ccc(Cl)cc2)cc1OCc1ccncc1 | -2.4
CN(C)C1CCN(C(C)(C)CNCc2cnc(N3CCCC3)nc2)CC1 | -36.4
COC(=O)C(C(=O)OC)C(C[N+](=O)[O-])c1ccc(Br)cc1 (stereo unspecified) | -5.6
Cc1nnc(Nc2cc(Cl)c(N)c(Cl)c2)c(C#N)c1C | -0.2
O=C(CCCS(=O)(=O)c1ccc(F)cc1)N1CCN(c2nc3c(F)cccc3s2)CC1 | -2.4
C#CCN(Cc1ccco1)C(=O)Nc1cc2c(cc1Cl)OCCCO2 | -1.4
O=C(c1sc2ccccc2c1Cl)N1CCN(S(=O)(=O)N2CCOCC2)CC1 | -3.6
CCc1nc(C)c(C(=O)N2CCC(O)(CN(C)C)C2)o1 (stereo unspecified) | -13.9
Cc1cccn2c(CN(Cc3nccn3C)C(C)C)c(C(=O)N3CCCCC3)nc12 | 4.6
COc1ccc(C2C3C(=O)N(C)C(=O)C3N3C(c4ccc(OC)cc4)C4C(=O)N(C)C(=O)C4N23)cc1 (stereo unspecified) | -3.9
COCCn1c(=O)c2c(nc3n(Cc4ccco4)c(C)cn23)n(C)c1=O | -4.3

Two entries drawn at random from the list so far:
SMILES | mcGAS RapidFire
C#CCN(Cc1ccco1)C(=O)Nc1cc2c(cc1Cl)OCCCO2 | -1.4
OC(CN1C2=NCCCN2c2ccccc21)c1ccc(Br)cc1 (stereo unspecified) | -11.0

Following part:
SMILES | mcGAS RapidFire
CCn1c(C2CCCN(C/C(C)=C/c3ccco3)C2)nn(C)c1=O (stereo unspecified) | 4.0
CCOCCn1c(C(C)O)nc2ccccc21 (stereo unspecified) | -4.8
O=C1NCCCCC1Sc1nc2ccccc2c(=O)n1C1CC1 (stereo unspecified) | -0.4
O=C(N[C@@H]1c2ccccc2C2(CCNCC2)[C@H]1O)c1ccc(Cl)s1 | -4.8
CCCCc1ccc(CC(=O)NNC(=O)c2nn(CCC)c(=O)c3ccccc23)cc1 | -13.7
CCn1cccc(-c2nnc(SCC(=O)Nc3nc4ccccc4s3)n2C)c1=O | -2.9
O=S(=O)(/C=C/c1ccc(Cl)cc1)Nc1cc(N2CCCS2(=O)=O)ccc1O | 7.5
Brc1ccc(-c2noc(-c3ccccn3)n2)o1 | -27.3
COc1cccc(NC(=O)CSc2nc3c(cnn3CCO)c(=O)[nH]2)c1 | -30.5
Cc1cn(-c2ccccc2)nc1NC(=O)N1CCC2CCC(C1)N2C (stereo unspecified) | -6.1&-5.1
CC1CCC/C(=C\c2ccc(O)cc2)C1=O (stereo unspecified) | -7.7
CCCNC(=O)C(C)NC(=O)CN1CCN(S(=O)(=O)c2ccc(Br)c(C)c2)CC1 (stereo unspecified) | -5.9
COc1ccc(C(=O)O/N=C2\c3ccccc3-c3ncccc32)cc1OC | 3.4
c1ccc(CCc2noc(CN3CCC(N4CCSCC4)CC3)n2)cc1 | -12.7
Cc1cc(=O)[nH]c(-n2nc(-c3cccs3)cc2NC(=O)c2cccs2)n1 | 3.4
O=c1[nH]nc(CCc2nc3ccccc3[nH]2)n1Cc1ccccc1 | -27.1
CCS(=O)(=O)N(C)c1ccc(F)cc1OC | -0.1
CN(C)c1ncnc2[nH]ncc12 | -5.0
Cc1noc(C)c1CCC(=O)OC(C)C(=O)N1c2ccccc2NC(=O)C1(C)C (stereo unspecified) | -9.0
CC(C)COC(C)c1noc(Cn2cc(Br)cn2)n1 (stereo unspecified) | -13.9
CCN(CC)CCn1c(N)cc(=O)[nH]c1=O | -9.6
Cn1c(S(=O)(=O)Nc2cccc(S(=O)(=O)N3CCOCC3)c2)cnc1Cl | 6.8
Ic1ccn(CCOc2ccccc2)c1 | 1.5
O=C(CSc1ccccc1C(=O)Nc1nccs1)NCC1CCCCC1 | -1.1
Fc1ccc(C2=Nc3nnnn3C(c3ccc(F)cc3)C2)cc1 (stereo unspecified) | -5.5&-0.6
O=C(CN1C(=O)C(Oc2ccccc2)C1c1ccncc1)NC[C@H]1CCCC[C@H]1O (stereo partly specified) | -3.6
O=C1Nc2ccccc2/C1=C\c1cc(OC(F)F)ccc1Cl | -8.3
CC1(C(=O)NS(=O)(=O)c2ccc(Cl)s2)CCN1C(=O)Cc1ccc(-c2ccccc2)cc1 (stereo unspecified) | -8.1
COCC(=O)NCC1CCCN(Cc2ccccc2F)C1 (stereo unspecified) | -24.9
CCC1CN(Cc2cccnc2N)CCN1C(C)C (stereo unspecified) | -29.2
COc1cccc(CC2(CO)CCN(c3ncccn3)CC2)c1 | -25.4
CC1CCCCC1NC(=O)Nc1ccc(N2CCCC2=O)cc1 (stereo unspecified) | 3.2
CCc1ccccc1NC(=O)c1cn(C)c2c(=O)n(Cc3ccccc3)c(=O)[nH]c12 | -13.6
S=C(NCCN1CCOCC1)NC1CCSc2ccccc21 (stereo unspecified) | -12.0
CCOc1cc(/C=C2/C(=N)N3N=C(c4cccs4)SC3=NC2=O)ccc1OS(C)(=O)=O | 15.9
CCC(CC)C1CCN(C(=O)c2n[nH]c(=O)[nH]2)C1 (stereo unspecified) | 1.8
CN(Cc1ccc(Cl)c(Cl)c1)C(=O)CCn1c(=O)[nH]c(=O)c2ccccc21 | -0.8
Clc1cccc(-c2ccc3nnc(Cl)nc3c2)c1 | 2.0
CC1(C2CCCN(C(=O)C3CC(=O)N(c4ccccc4Cl)C3)C2)NC(=O)NC1=O (stereo unspecified) | -8.3
OC[C@@H]1CCCN1Cc1nc(-c2ccc3c(c2)OCO3)no1 | 10.2
Cc1ccccc1C1CCCN1C(=O)C(C)(C)NC(=O)c1cccs1 (stereo unspecified) | -1.0
C=CCN(CC=C)C(=S)NC(=O)c1ccc(C)cc1 | -20.5
Cc1cc(C(=O)N(CC(N)=O)C2CCCC2)nn1-c1ccccc1 | -11.4
Cc1nc2ccccc2nc1N1CCCN(CC(=O)NC(C)C)CC1 | -12.0&-6.9
Cc1cc(C)cc(N(C)S(=O)(=O)c2ccc(OCC(=O)O)cc2)c1 | -14.5
CC1CNC(=O)CCN1Cc1cn[nH]c1C(=O)O (stereo unspecified) | -3.2
Cc1ccc(C2(O)CCN(c3nc(-c4ccccc4)nc4c3CCC4)CC2)nc1 | -16.3
COc1ccc(-c2cc(C(=O)N3CCN(C(=O)N4CCCCC4)CC3)c3ccccc3n2)cc1OC | -7.0
Cc1ccc(S(=O)(=O)Nc2ccnc(C(=O)Nc3ccc(F)cc3F)c2)cc1 | -1.2
COc1ccc(-c2nn(-c3ccccc3)cc2C(=O)NC(C)C2CC2)cc1 (stereo unspecified) | -3.3
O=C(Nc1ccc(Cl)c(Cl)c1)N1CCN(c2ncccc2C(F)(F)F)CC1 | 4.2
CCOC(=O)C1CCN(C(c2ccncc2)c2c(O)cc(C)n(Cc3ccccc3)c2=O)CC1 (stereo unspecified) | -0.1
CC(O)CNC(=O)C(=O)NCC1CCCO1 (stereo unspecified) | -9.4
Cc1nc2c(c(=O)[nH]1)CCN(C(=O)c1n[nH]c3c1CC(C)CC3)C2 (stereo unspecified) | -13.0
O=S(=O)(Nc1cccc(S(=O)(=O)N2CCCC2)c1)c1ccc(Br)cc1 | -0.5
CCC(C)NC(=O)Cn1cnc2scc(-c3ccccc3)c2c1=O (stereo unspecified) | -10.1
O=C(CC(c1cccc([N+](=O)[O-])c1)c1c[nH]c2cc(-c3ccccn3)ccc12)N1CCOCC1 (stereo unspecified) | -0.9
O=C(O)c1ccc2c(c1)n(Cc1ccc(C(F)(F)F)nc1)c(=O)n2CC1CC1 | -12.4
O=C(O)CN1C(=O)C(=NN2C(=O)CSC2=S)c2ccccc21 | 92.3*
CCC(C(=O)N1CCCOc2c(cccc2OC)C1)n1cccn1 (stereo unspecified) | -16.3

The results go on.
SMILES | mcGAS RapidFire
O=C(Nc1cccnc1)c1cc2n(n1)C(C(F)(F)F)CC(c1ccc(Cl)cc1)N2 (stereo unspecified) | -6.0
Cn1c(=O)n(Cc2ccc(Cl)cc2)c(=O)c2c1nc1n2CCCN1Cc1ccco1 | -9.5
[O-][n+]1cc(O)c(Br)c2ccccc21 | -0.1
CNCC(=O)Nc1cc(C)on1 | -6.0
CCCn1cnnc1CN(C)C(=O)c1nc2c(s1)CCCC2 | 2.3
CCC(C)(C)NC(=O)C1=NN(c2cc(C)ccc2C)C(=O)CC1 | -9.2
CC(C(=O)Nc1cc(-c2nnc3n2CCCCC3)c(F)cc1F)n1ccnc1 (stereo unspecified) | -5.5
Cc1noc(C)c1CCC(=O)N1CCCC(CCc2cccc(F)c2)C1 (stereo unspecified) | -5.3
CCCCn1c(N2CCN(Cc3ccc(Br)cc3)CC2)nc2c1c(=O)[nH]c(=O)n2C | 1.1
O=C(Cn1c(SCCOc2ccccc2Cl)nc2ccccc21)N1CCOCC1 | -7.4
C/C(=C\c1ccccc1)c1ccccc1 | -7.1
CCCCCCCCCc1c(C#N)c(N)[nH]c(=S)c1C#N | -15.1
Cc1ccc(S(=O)(=O)NC(=O)C/C=C/c2ccc(F)cc2)s1 | -9.1
Cc1ccc(S(=O)(=O)N(CC(=O)NC2CCCc3ccccc32)C2CCCC2)cc1C (stereo unspecified) | -4.0
CC(C)(C)c1cn2nc(N3CCC(Oc4ccccn4)CC3)sc2n1 | -1.5
COc1nc(C(=O)N2CCC(NC(=O)C3CC3)CC2)cc2ccccc12 | -14.0
CC(c1nnc(-c2cccs2)o1)n1cnc2c1c(=O)n(C)c(=O)n2C (stereo unspecified) | 1.0
N[C@@H](C(=O)N[C@@H]1C(=O)N2C(C(=O)O)=C(Cl)CS[C@H]12)c1ccccc1 | 4.8&7.3&11.7
Cc1cc(C)n(CCN(C)c2nc3nonc3nc2NC2CC2)n1 | -6.0
O=C1OC(C(=O)Nc2nc(-c3ccccc3)cs2)Cc2ccccc21 (stereo unspecified) | -4.1
N[C@@H](Cc1c[nH]c2ccccc12)C(=O)N1CCn2cncc2C1 | -23.7
C#CC[n+]1ccn2c(C)ccc2c1C | 0.2
Cc1cccn2c(=O)nc(SCC(=O)Nc3cccc(F)c3)nc12 | -2.4
CC1=NS(=O)(=O)NC(C)=C1CCC(=O)NC(C)c1ccc(-c2ccccc2)cc1 (stereo unspecified) | -0.6
Cc1cccc(-n2c(N3CCCC3)nc3cc(C(=O)O)ccc3c2=O)c1 | -2.3
COc1ccc2sc(C(=O)NCCn3cnnc3C)c(C)c2c1 | 2.3
O=S(=O)(/C=C/c1ccccc1Cl)N1CCC2(CC1)OCCO2 | 12.6
COc1ccc(-c2ccc(C(=O)N(C)Cc3csc(C)n3)o2)cc1 | -8.5
CSc1nc2nc(C)c(CC(=O)NC3CCCCCCC3)c(C)n2n1 | -7.6
COc1ccc(-c2noc(CN3CCCC(CNC(C)=O)C3)n2)cc1 (stereo unspecified) | -4.6
COc1ccc(/C=C(/C#N)S(=O)(=O)c2ccc(C)cc2)cc1F | 1.5
O=C(Nc1nnc(C2CC2)s1)C1CC=CCC1 (stereo unspecified) | -2.7
COc1ccc2c3c1O[C@H]1C[C@@H](O)C=C[C@@]31CCN(C)C2 | -3.0&2.8&7.5
O=C(CCCn1cccn1)NC1CC(=O)N(Cc2cccc3ccccc23)C1 (stereo unspecified) | -20.9
CC1=C(C(=O)N2CCOCC2)C(c2cccs2)NC(=S)N1c1ccccc1 (stereo unspecified) | -5.6
COCCn1c(SC(C)C(=O)N(C)C2CCCCC2)nc2sc3c(c2c1=O)CCCC3 (stereo unspecified) | 9.3
Cc1oc(-c2ccccc2)nc1C(=O)N=c1sccn1C | -6.4
N#CCCSc1nc(N2CCOCC2)c2c(c1C#N)CCCC2 | -16.3
Cc1ccc2nsnc2c1NS(=O)(=O)NCc1ccccc1 | 1.5
O=C(NCc1ccccc1CN1CCCC1)c1cc(=O)c2ccccc2o1 | 0.3
COc1ccc(OCCN(C)C(=O)Cc2c(C)nn(C)c2C)cc1 | 0.9
COc1ccc(C(=O)Nc2c3c(nn2-c2cccc(C)c2C)CSC3)cc1 | -3.4
